# LDHA inh – blocks human lactate dehydrogenase A. P00338. purified LDHA, NADH/diaphorase-resazurin fluorescence; hits give low values. activity change, % (values are at about 110 or 230 µM). 0.15% of 480,000 active. AID 1347041; in the data active = activity change below about -30%; inconclusive = mostly about -25% to -30%;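 also: plate controls were DMSO wells for no effect and wells without enzyme for full effect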
#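 Resorufin fluorescence (ex540/em590), read at 0 and 20 min after diaphorase/resazurin addition, reports the NADH left after a 5 min room-temperature reaction of 2 nM human LDH5 with 0.06 mM NADH and 0.2 mM pyruvate.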
# BLM helicase inh – blocks DNA unwinding by human BLM helicase; P54132; AID 2528; recombinant BLM DNA unwinding, fluorescence dequenching; Potency, µM (highest dose often 56.1 µM), inactives show at the highest dose activity change, negative = inhibition, hits mostly inhibitors; 0.2% of 350,000 active;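 also: potency is read from the fitted curve at half-maximal effect; plate controls were vehicle for no effect and no enzyme for full effect; nearly all actives have a fitted effect of over 35% in size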
# Glioma ERSR ind – inducers of ER stress response in human glioma cells; 0.02% of 420,000 active; Potency, µM, without a hit: top-dose activation, usual class: activators; U87-MG GRP78 promoter luciferase reporter, 16 h; also: potency is read from the fitted curve at half-maximal effect; series mostly up to about 76 µM; % of control where 0% means no effect; nearly all actives have a fitted effect of over 35% in size
#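 ERSR induction read as luciferase luminescence (Bright-Glo, 10 min at room temperature) in stably transfected human U87-MG glioma cells exposed to compounds for 16 h, using GRP78 as sensor.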
# POLH inh – blocks human DNA polymerase eta activity. Potency, µM (titrated, usually from 114 µM), for inactives: at the highest dose activity change, negative = inhibition, hits mostly inhibitors. AID 588591. 1.2% of 390,000 active. Q9Y253. recombinant Pol eta, fluorescent DNA replication assay; also: potency is read from the fitted curve at half-maximal effect; % is scaled to controls: 0 for no effect and ±100 for the full control effect
#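 Fluorescent replication assay: 50 nM final substrate added after a 15 min room-temperature compound preincubation with 10 nM enzyme. Signal taken at 0 min and again at 10 min.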
# Pol beta inh – blocks human DNA polymerase beta activity; P06746; Pol beta primer extension/strand displacement, fluorescence kinetic; Potency, µM (series often up to 114 µM), for the others: top-dose activity change, negative = inhibition, most hits filed as inhibitors; 1.3% of 340,000 active; also: potency is read from the fitted curve at half-maximal effect; % is scaled to controls: 0 for no effect and ±100 for the full control effect
#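 Homogeneous kinetic assay of primer extension and strand displacement by 10 nM Pol beta, preincubated 15 min at room temperature with compound before 50 nM substrate (final) was added. Read at 0 and 10 min; four-parameter Hill fit.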
# Pol iota inh – blocks human DNA polymerase iota activity | 1% of 390,000 active | Potency, µM (titrated, usually from 115 µM), inactives show top-dose activity, negative = inhibition, hits mostly inhibitors | Pol iota fluorescent replication assay, 10 min | AID 588590 | Q9UNA4; also: potency is read from the fitted curve at half-maximal effect
# Target sequence (Q9UNA4 whole entry, looked up): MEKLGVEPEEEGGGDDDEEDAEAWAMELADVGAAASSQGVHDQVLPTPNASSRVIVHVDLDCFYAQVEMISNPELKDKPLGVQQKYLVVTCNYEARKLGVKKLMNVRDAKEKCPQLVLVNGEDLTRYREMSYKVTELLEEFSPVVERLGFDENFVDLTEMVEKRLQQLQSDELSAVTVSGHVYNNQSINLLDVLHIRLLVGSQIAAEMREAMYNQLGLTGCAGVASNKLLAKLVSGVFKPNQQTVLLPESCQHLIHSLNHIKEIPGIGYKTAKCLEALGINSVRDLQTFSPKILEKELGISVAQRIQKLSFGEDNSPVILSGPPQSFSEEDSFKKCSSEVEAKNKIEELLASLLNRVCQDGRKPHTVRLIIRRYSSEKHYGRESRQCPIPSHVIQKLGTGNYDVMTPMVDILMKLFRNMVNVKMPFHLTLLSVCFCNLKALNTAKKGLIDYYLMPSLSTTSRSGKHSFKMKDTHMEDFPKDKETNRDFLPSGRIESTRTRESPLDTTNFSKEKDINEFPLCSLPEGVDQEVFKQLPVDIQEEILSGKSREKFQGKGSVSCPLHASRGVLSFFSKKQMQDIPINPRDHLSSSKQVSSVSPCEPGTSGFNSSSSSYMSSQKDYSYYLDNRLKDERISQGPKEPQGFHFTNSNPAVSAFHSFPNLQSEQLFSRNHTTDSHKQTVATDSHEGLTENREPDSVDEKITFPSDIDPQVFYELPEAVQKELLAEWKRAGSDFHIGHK
#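 Fluorescent replication assay read twice, at 0 min and 10 min after adding 50 nM (final) substrate. Enzyme (10 nM) and compounds were first incubated 15 min at room temperature; enzyme-free buffer wells were negative controls.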
# POLK inh – inhibitors of human DNA polymerase kappa | 0.53% of 400,000 active | Q9UBT6 | purified Pol kappa, fluorescent DNA synthesis assay, 10 min | Potency, µM (series often up to 107 µM), without a hit: top-dose activity, negative = inhibition, actives largely listed as inhibitors | AID 588579; also: potency is read from the fitted curve at half-maximal effect; % is scaled to controls: 0 for no effect and ±100 for the full control effect
#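 Inhibition of 10 nM Pol kappa is measured by a fluorescent read-out at 0 and 10 min following addition of 50 nM substrate (final), with a 15-min room-temperature compound preincubation.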
# APE1 inh – inhibitors of human APE1 endonuclease | P27695 | recombinant APE1, TAMRA/BHQ-2 abasic DNA cleavage fluorescence | Potency, µM (doses to about 65.8 µM), for inactives: top-dose activity change, negative = inhibition, hits mostly inhibitors | 0.35% of 350,000 active;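 also: potency is read from the fitted curve at half-maximal effect; plate controls were vehicle for no effect and reference inhibitor for full effect; nearly all actives have a fitted effect of over 55% in size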
# Target sequence (P27695 whole entry, looked up): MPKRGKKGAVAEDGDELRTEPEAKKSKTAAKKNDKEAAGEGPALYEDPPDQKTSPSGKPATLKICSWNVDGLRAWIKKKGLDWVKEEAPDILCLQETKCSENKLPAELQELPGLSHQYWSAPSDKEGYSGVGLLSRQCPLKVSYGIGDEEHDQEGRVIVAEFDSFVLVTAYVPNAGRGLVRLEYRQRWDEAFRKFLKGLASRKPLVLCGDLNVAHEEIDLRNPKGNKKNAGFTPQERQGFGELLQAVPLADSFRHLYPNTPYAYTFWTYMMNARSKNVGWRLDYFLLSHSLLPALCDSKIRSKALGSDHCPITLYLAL
#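 Compound pre-exposure to 0.75 nM APE1, 15 min at ambient temperature. Reaction initiated with 50 nM TAMRA/BHQ-2 THF substrate, read immediately in kinetic mode, 525 nm excitation, 598 nm emission.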
# Anesthetic bind – binds horse apoferritin like a general anesthetic; apoferritin/1-aminoanthracene competitive binding, fluorescence; AID 485281; P02791; 0.074% of 350,000 active; Potency, µM (highest dose often 77.5 µM), for the others: top-dose activity change, negative = displacement, usual class: inhibitors; also: potency is read from the fitted curve at half-maximal effect; % is scaled to controls: 0 for no effect and ±100 for the full control effect; nearly all actives have a fitted effect of over 20% in size
#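 10 uM apoferritin + 50% sat. 1-AMA, PBS; cpd 10 min RT; Ex380/Em535 endpoint; normalized to free probe vs complex; 4-param Hill fit; propofol titration as pos. ctrl.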
# The depositor's hits bear a star; ? = inconclusive; / = not tested or not shown; & = joins results of further samples; [ ] = remark or other dose. Unless noted, calls follow the shape of the dose curve; as a rule, active = well fitted curve in the direction sought with a large enough effect; inconclusive = small, poorly fitted or top-dose-only effect, or another doubt; inactive = no such curve, though single readings can be large; an effect the other way counts as inactive or inconclusive. An excerpt (hit frequency here may not be typical).
SMILES,LDHA inh,BLM helicase inh,Glioma ERSR ind,POLH inh,Pol beta inh,Pol iota inh,POLK inh,APE1 inh,Anesthetic bind
Cc1cccc(-c2nc3ccccc3c3nncn23)c1,0,1%,-5%,-11%,11%,8%,-1%,2%,-11%
Cc1ccc(O)c(-c2cc3ccccc3[nH]2)c1,10,-12%,12%,-18%,?,1%,-3%,3%,?
CCCCc1c(O)c2ccccc2[nH]c1=O,-1,2%,-1%,-10%,1%,11%,1%,-2%,-13%
CC(=O)Nc1ccc(NS(=O)(=O)c2cc(C)sc2C)cc1,3,-2%,-5%,-5%,2%,1%,-7%,-3%,-15%
CC(=O)c1ccc(OCc2cc(C(=O)N3CCCCCCC3)no2)cc1,0,-3%,2%,-7%,2%,-7%,-8%,-20%,5µM*
Cc1cc(C)c(S(=O)(=O)Nc2ccccc2C(=O)N2CCCC2)c(C)c1,-4,-5%,0%,2%,-2%,10%,-17%,33%,-6%
O=C(Nc1cscc1S(=O)(=O)c1ccccc1)c1ccccc1Cl,-3,-4%,-11%,-23%,-22%,17%,-7%,-2%,1%
COc1ccc2[nH]c(O)c(N=NC(=O)c3ccc(NS(=O)(=O)c4cccs4)cc3)c2c1,2,/,3%,3.5µM*,/,40µM*,79µM*,-1%,/
COc1ccc(N(CC(O)CN2CCOCC2)S(=O)(=O)c2ccccc2)cc1 (configuration not stated),-5,-1%,-4%,2%,-22%,15%,-13%,-20%,-12%
CCOC(=O)N1CCN(C(=O)COC(=O)c2cc(Cl)cc(Cl)c2)CC1,-1,/,-1%,-26%,/,72%[activator],-4%,7%,/
CCOc1cc(/C=N\NC(=O)c2c(C)nc3ccccn23)ccc1O,-1,-5%,-5%,-20%,1%,109%[activator],-7%,-7%,-4%
Cc1ccc(S(=O)(=O)c2c[nH]c3ccc(Cl)cc3c2=O)cc1,?,-14%,4%,-8%,?,-11%,-2%,-38%,-9%

# Pulled by structure from above:
SMILES,LDHA inh,BLM helicase inh,Glioma ERSR ind,POLH inh,Pol beta inh,Pol iota inh,POLK inh,APE1 inh,Anesthetic bind
Cc1ccc(S(=O)(=O)c2c[nH]c3ccc(Cl)cc3c2=O)cc1,?,-14%,4%,-8%,?,-11%,-2%,-38%,-9%
O=C(Nc1cscc1S(=O)(=O)c1ccccc1)c1ccccc1Cl,-3,-4%,-11%,-23%,-22%,17%,-7%,-2%,1%

# Continued.
SMILES,LDHA inh,BLM helicase inh,Glioma ERSR ind,POLH inh,Pol beta inh,Pol iota inh,POLK inh,APE1 inh,Anesthetic bind
CC(=O)Nc1ccc(N2C(C(C)=O)=NN(c3ccc(Cl)cc3)C2c2sccc2C)cc1 (configuration not stated),1,-9%,10%,-21%,-15%,-11%,-32%,2%,-24%
O=c1[nH]c2cc(C(F)(F)F)ccc2n1-c1cc(C(F)(F)F)ccc1O,-2,/,3%&4%&-4%&-1%,-13%,-13%[57.1 µM],-18%,-6%[60.1 µM],2%&-1%&-2%&0%,/
CCOC(=O)C1=C(O)/C(=C\c2sccc2C)N=C1C,0,1%,-2%,-20%,-13%,-13%,-5%,3%,-11%
COC(=O)c1c(C)c(OC(=O)c2c(C)cc(O)c(C=O)c2O)cc(C)c1O,12,/,-3%,-6%,/,?,-40%,/,/
COc1ccccc1CC(=O)NC1CCCCCC1,-2,3%,-1%,-1%,2%,0%,-1%,-10%,?
COc1ccc(-c2[nH]ncc2-c2ccc3c(c2)OCCO3)c(O)c1,2,-1%,-4%,-22%,10%,6%,-11%,-1%,?
COc1cc(CNc2ccc(N3CCCCC3)cc2)ccc1OCC(=O)NC(C)(C)C,5,-4%,-2%,-13%,0%,51%[activator],0%,21%,?
COc1ccc(COCCN2CCN(S(=O)(=O)c3ccccc3)CCC2=O)cc1,-18,2%,-1%,-12%,20%,?,-25%,-3%,-7%
CC1=C(C#N)C(=O)NC(=O)/C1=C\c1ccc(-c2cc(C)c(C)cc2[N+](=O)[O-])o1,15,-19%,-3%,?,?,?,?,-8%,?
CCCc1cc(=O)[nH]c(SCc2cccc(C)c2)n1,-4,-7%,0%,-12%,1%,5%,-2%,10%,?
Cc1cc(-c2ccc(S(=O)(=O)Nc3ccc(Br)c(C)c3)s2)on1,-7,-9%,-1%,3%,24%,6%,-4%,/,-2%
CN1CCN(NC(=O)c2ccc(COc3ccccc3Br)o2)CC1,-12,2%,1%,-7%,8%,-1%,-5%,2%,-12%
Cc1nnc(SCC(=O)NC(C)c2ccccc2)[nH]c1=O (configuration not stated),-6,-3%,-5%,0%,40%,-5%,-15%,14%,-16%
Cc1ccc(NC(=O)C2CCN(S(=O)(=O)c3cccs3)CC2)c(O)c1,6,-4%,-4%,-22%,-2%,3%,0%,14%,-19%
CCCOc1ccc2oc(=O)c3c(c2c1)CCCN3C(=O)CN(C)Cc1ccccc1,1,-4%,0%,-18%,1%,2%,-13%,8%,?
Cc1ccc2nc(NC(=O)c3ccc(NS(=O)(=O)c4cccs4)cc3)sc2c1,-6,-4%,2%,-8%,2%,7%,-11%,?,-1%
CCCc1nn(C)c(C(=O)Nc2ccc3ccccc3c2)c1Cl,-3,-4%,2%,-22%,40%,0%,5%,-2%,-2%
COc1ccc(CCNC(=O)Cc2nn(C)c(=O)c3ccccc23)cc1OC,3,1%,-5%,-4%,2%,7%,-1%,-1%,5%
COc1ccccc1N(CC(=O)NCc1ccccn1)S(C)(=O)=O,-7,-1%,-3%,2%,8%,14%,-6%,0%,-3%
CC1Cc2cc(S(=O)(=O)N3CCCC(C(=O)N4CCCCC4)C3)ccc2N1C(=O)C1CC1 (configuration not stated),-3,-3%,-5%,-20%,-1%,33%[activator],9%,17%,-14%
Cc1n[nH]c(=O)c2c(NC(=O)CSc3nnc(C4CC4)n3C)oc(C)c12,9,/,-1%,-17%,/,164%[activator],-9%,11%,/
O=C(NNC(=O)c1cccc(Cl)c1)NNC(=O)c1cccc(Cl)c1,-1,/,0%,-7%,/,-8%,-1%,13%,/
CC[C@@]12C(=O)N(c3cccc(Cl)c3)C(=O)N1[C@H](c1ccc(Br)cc1)[C@@H]1C(=O)N(C(C)(C)C)C(=O)[C@@H]12,0,/,1%,-10%,/,1%,-7%,14%,/
COc1ccc(NC(=O)c2cccc(Oc3ccc([N+](=O)[O-])cc3Cl)c2)cc1,-3,-6%,-3%,-17%,7%,45%[activator],-3%,-2%,6%
COc1ccccc1-c1nnc2n1N=C(C(C)(C)C)CS2,-3,1%,-2%,-1%,25%,8%,3%,1%,60%[activator]
CCNc1ncc2ncc(=O)n(Cc3ccc(F)cc3)c2n1,/,2%,-3%,/,/,/,-6%[60.1 µM],-1%,/
Cc1cccc(NC(=O)CSc2ncc(-c3ccccc3)[nH]2)c1C,-8,0%,1%,-8%,1%,-5%,-1%,/,-2%
O=C(O)C1CC(c2ccccc2F)=NO1 (configuration not stated),4,-2%,0%,-3%,?,12%,-22%,-3%,-5%
CSc1ncc(C(=O)Nc2ccccc2C(=O)c2ccccc2)c(C(F)(F)F)n1,4,-7%,-3%,-8%,3%,?,-13%,/,?
O=C(Nc1ccc2c(c1)CCC2)c1ccc(Br)o1,-2,-8%,2%,3%,11%,6%,-13%,18%,?
COc1cc(OC)c2c(-c3cccc(-c4cccc(C)c4)c3)cc(=O)oc2c1,-9,-10%[75.6 µM],-1%&-9%,-7%,/,-7%,?,-3%&0%,?
c1ccc2c(c1)CC(CN1CCNCC1)O2 (configuration not stated),-2,-3%,-6%,-5%,7%,38%[activator],-5%,16%,-7%
COc1ccc(S(=O)(=O)N(C)c2nc3ccccc3n3c(CC(C)C)nnc23)cc1,1,-4%,-2%,-7%,-20%,9%,7%,15%,-3%
Cc1ccc(-c2nnc3ccccc3c2C(=O)Nc2ccc(F)cc2)cc1,-2,-1%,-1%,-2%,-19%,1%,-11%,/,?
Cc1ccc(NC(=O)CSc2nnc(/N=C/N(C)C)s2)cc1,5,-1%,-2%,-5%,5%,94%[activator],2%,3%,-12%
COc1ccc(CNC(=O)C2(c3ccc(Cl)cc3)CC2)cc1,-4,0%,-4%,7%,-1%,9%,-16%,1%,0%
COc1cc2cc(C(=O)N3CCN(Cc4ccc5c(c4)OCO5)CC3)[nH]c2cc1OC,7,-2%,-1%,-15%,41%,-17%,4%,-12%,-15%
CCn1c(SCc2nc3ccccc3s2)nnc1-c1cccs1,-1,-1%,4%,-5%,4%,-21%[58.9 µM],-21%,8%,-3%
CN1C(=O)CC(N2CCC(c3nc4ccccc4s3)CC2)C1=O (configuration not stated),-6,-16%,4%,-14%,3%,15%,-6%,11%,4%
COc1ccc(CCN(C)C(=O)c2ccc(OCC(=O)N3CCOCC3)c(OC)c2)cc1OC,-2,0%,-3%,-2%,15%,25%,-3%,-8%,-5%
COc1ccccc1N1CCN(C(=O)c2nn(-c3ccccc3OC)c(=O)c3ccccc23)CC1,-7,-4%,2%,-5%,30%,-7%,-22%,0%,-4%
C=CCn1c(Sc2nnc(C)s2)nc2c1c(=O)[nH]c(=O)n2C,-10,-1%,-3%,-7%,4%,15%,-9%,3%,-7%
Cc1c(N=C2NN=C(c3c[nH]c4ccccc34)CS2)c(=O)n(-c2ccccc2)n1C,1,-13%,2%,-2%,-2%,23%,-18%,0%,-6%
CCC(=O)O[C@@H]1[C@H](C)O[C@H](O[C@H]2[C@@H](N(C)C)[C@H](O)[C@@H](O[C@@H]3[C@@H](CC=O)C[C@@H](C)[C@@H](O)/C=C\C=C/C[C@@H](C)OC(=O)C[C@@H](OC(=O)CC)[C@H]3OC)O[C@H]2C)C[C@]1(C)O,/,7%[21.4 µM],-6%,/,/,/,-7%[19.4 µM],/,-5%[29.3 µM]
Cn1c(=O)oc2cc(S(=O)(=O)N3CCOCC3)ccc21,0,-4%,-5%,-15%,27%,19%,-1%,1%,-4%
Nc1ccccc1SC1CC(=O)N(c2ccccc2Cl)C1=O (configuration not stated),-22,-4%,1%,-7%,1%,?,-5%,9%,6%
COC(=O)[C@H](CCSC)NC(=O)Nc1ccc(C(C)C)cc1,-1,-2%,-2%,-9%,-1%,17%,1%,2%,-24%
